Dyrk1A ADPGlo: inhibitors of rat Dyrk1A kinase; Q63470; ADP-Glo luminescence, NFATc1 peptide; inhibition, % at 12.5 µM; 0.43% of 310,000 active; AID 504441; in the data active means inhibition above about 50%;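 further: plate controls were vehicle with enzyme for no effect and no enzyme for full effect; many of its hits are not listed in these tables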
KCNK3 inh: human KCNK3 channel inhibition, primary screen; CHO-KCNK3 thallium flux, FluxOR fluorescence; stronger effect = lower value; AID 602410; O14649; B-score at 10 µM; 0.84% of 340,000 active;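 active means B-score under library mean minus 4 SD, starting fluorescence ratio at most library mean plus 5 SD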;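 further: more negative B-score means stronger inhibition of thallium flux through KCNK3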
Target sequence (O14649 whole entry, looked up): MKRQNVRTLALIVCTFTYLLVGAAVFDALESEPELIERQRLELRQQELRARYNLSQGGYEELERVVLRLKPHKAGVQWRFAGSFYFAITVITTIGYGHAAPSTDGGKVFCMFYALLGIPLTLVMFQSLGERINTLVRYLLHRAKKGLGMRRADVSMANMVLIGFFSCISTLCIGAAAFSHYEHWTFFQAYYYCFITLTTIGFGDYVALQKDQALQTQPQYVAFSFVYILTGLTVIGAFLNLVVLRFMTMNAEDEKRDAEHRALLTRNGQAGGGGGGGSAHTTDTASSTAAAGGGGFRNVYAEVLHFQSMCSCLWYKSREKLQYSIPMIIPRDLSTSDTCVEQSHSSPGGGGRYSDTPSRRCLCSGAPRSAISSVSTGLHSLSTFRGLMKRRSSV
* = called active by the depositor; i = inactive; x = not tested or not shown.

SMILES	Dyrk1A ADPGlo	KCNK3 inh
Nc1ccccc1Cl	x	i
CC(=O)OC1CCC2(C)C(CCC3C2CC(=O)C2(C)C3CC(N3CC3)C2C(C)=O)C1 (stereo unspecified)	x	i
Oc1c(Br)c(Br)c(Br)c(Br)c1Br	x	i
Cc1ccc(CN2CCC3CCC(C3)C2)c(O)c1 (stereo unspecified)	x	i
CCCCCCCCCCOC(=O)CCN1CC1	x	i
Cc1cc(-c2ccc(N)c(C)c2)ccc1N	x	i
O=C1NC(=O)C2C1C1(Cl)C(Cl)=C(Cl)C2(Cl)C1(Cl)Cl (stereo unspecified)	x	i
BrCCc1ccccc1	x	i
Cn1c(=O)oc(=O)c2ccccc21	x	i
CC(C)(Cl)[N+](=O)[O-]	x	i
CC1CC(C)CN(C(=O)COC(=O)c2cn(C)c3ccccc23)C1 (stereo unspecified)	x	i
N#C/C=C/C#N	x	i
COC(=O)C1=C(C(=O)OC)SC2(S1)C(C(=O)OC)=C(C(=O)OC)Sc1c2ssc1=O	x	i
c1ccc(C(c2ccccc2)c2ccncc2)cc1	x	i
COc1ccc(CN2Cc3cnnn3-c3ccccc3C2C#N)cc1 (stereo unspecified)	x	i
CCC1(O)CCC2C3CCC4=CC(=O)CCC4C3CCC21CC (stereo unspecified)	x	i
Cc1ccc(N)cc1C	x	i
COC(C)(C)CCCC(C)C/C=C/C(C)=C/C(=O)OC(C)C (stereo unspecified)	x	i
C1CCC2CCCCC2C1 (stereo unspecified)	x	i
CCOP(=S)(OCC)SCSP(=S)(OCC)OCC	x	i
O=C1C(Cl)=CC(=Nc2ccc(O)cc2)C=C1Cl	x	i
Cc1ccc(O)c(C)c1	x	i
CC(CCN1CC1)=NNC(=O)Nc1cccc2ccccc12	x	i
N#C/C(N)=C(/N)C#N	x	i
CN(C)N=O	x	i
CN=C1CN(O)C(c2ccccc2)c2cc(Cl)ccc2N1 (stereo unspecified)	x	i
ClC(Cl)(Cl)c1ccccc1	x	i
O=S(=O)(c1ccc(Cl)cc1)c1ccc(Cl)cc1	x	i
CN(C)c1ccc(C=C2C(=O)NC(=S)NC2=O)cc1	x	i
CC(C)CCC1(CCO)C(=O)NC(=S)NC1=O	x	i
CC(C)(C)C(=O)N1Cc2cnnn2-c2ccccc2C1C#N (stereo unspecified)	x	i
Oc1ccc(Cl)c(Cl)c1Cl	x	i
c1ccc(OCC2CO2)cc1 (stereo unspecified)	x	i
CCOP(=S)(OCC)SCCSCC	x	i
NC(=O)c1ccsc1NC(=O)COC(=O)Cc1ccccc1	x	i
CC(CC(C)(C)N1CC1)=NNC(=O)Nc1cccc2ccccc12	x	i
COCC(=O)N1Cc2ccccc2-n2nncc2C1	x	i
CCOP(=O)(Nc1ccc2c(c1)C(=NNC(N)=S)c1ccccc1-2)OCC	x	i
COc1ccc(CN(CCc2c[nH]c3ccccc23)Cc2ccc(OC)cc2)cc1	x	i
CC(=O)C1C(N2CC2)CC2C3CC=C4CC(O)CCC4(C)C3CCC21C (stereo unspecified)	x	i

In another format: entries from further up.
Values run as follows: Dyrk1A ADPGlo, KCNK3 inh
Cc1cc(-c2ccc(N)c(C)c2)ccc1N
 : x, i
CN(C)c1ccc(C=C2C(=O)NC(=S)NC2=O)cc1
 : x, i

The list goes on:
SMILES	Dyrk1A ADPGlo	KCNK3 inh
c1ccc(Nc2ccc(Nc3ccccc3)cc2)cc1	x	i
O=C1CC(=O)N(c2ccccc2)C(=O)N1	x	i
Cc1cc(=O)oc2cc(OCC(=O)N3CCN(Cc4ccccc4)CC3)ccc12	x	i
Cn1cc(C(=O)OCC(=O)NC2CCCCC2)c2ccccc21	4.0	i
CCOC(=O)[C@]12Cc3cc4c(cc3[C@H]1N(Cc1ccccc1)C(=O)c1ccccc12)OCO4	5.1	i
O=C1NC(=S)NC(=O)C1Cc1ccccc1O	-1.2	i
CC1CC2(C)C(=CC1=O)CCC1C3CCC(C)(O)C3(C)CC3OC312 (stereo unspecified)	-4.2	i
CCC(C)C1NC(=O)C(NC(=O)C(CC(C)C)N(C)C(=O)C2CCCN2C(=O)C(C)O)C(C)OC(=O)C(Cc2ccc(OC)cc2)N(C)C(=O)C2CCCN2C(=O)C(CC(C)C)NC(=O)[C@H](C)C(=O)[C@H](C(C)C)OC(=O)CC1O (stereo partly specified)	0.8	i
NNC(=O)c1ccc(O)cc1	6.3	i
CCN(C(=O)COC(=O)C(O)(c1ccccc1)c1ccccc1)c1c(N)n(Cc2ccccc2)c(=O)[nH]c1=O	0.6	i
NCCc1c[nH]c2ccccc12	-3.9	i
O=C(NP(=O)(N1CC1)N1CC1)c1cc(I)ccc1I	0.2	i
CC(=O)OC1CCC2(C)C3CCC4(C)C(OC(C)=O)CCC4C3C(C)C2(O)C1 (stereo unspecified)	3.3	i
COc1cc(C2c3cc(O)c(OC)cc3CC3C(=O)OCC32)ccc1O (stereo unspecified)	2.6	i
C[C@]12CC[C@H](N)CC1=CCC1C2CC[C@@]2(C)C1CC[C@@H]2O (stereo partly specified)	-0.9	i
CC(NC(=O)N1CC1(C)C)c1ccccc1 (stereo unspecified)	4.8	i
COC1C(O)C(C)OC(OC2C(Oc3cccc4c(O)c5c(=O)oc6ccc(C)c7c(=O)oc(c34)c5c67)OC(C)C(O)C2O)C1O (stereo unspecified)	0.1	i
COC(=O)C1=C(c2ccc3ccccc3c2)C[C@@H]2CC[C@H]1N2C(=O)NCc1ccc(F)cc1	3.7	i
Cc1ccc(N)cc1Cl	1.8	i
COC(=O)C1C(O)CC2CCC1N2C (stereo unspecified)	-6.5	i

Full records as entered above:
ClC(Cl)(Cl)c1ccccc1 is listed as Dyrk1A ADPGlo: x; KCNK3 inh: i
Cc1cc(-c2ccc(N)c(C)c2)ccc1N is listed as Dyrk1A ADPGlo: x; KCNK3 inh: i
Nc1ccccc1Cl is listed as Dyrk1A ADPGlo: x; KCNK3 inh: i

Some of these compounds in order of molar mass, lowest first.
SMILES	Dyrk1A ADPGlo	KCNK3 inh
NNC(=O)c1ccc(O)cc1	6.3	i
O=C1CC(=O)N(c2ccccc2)C(=O)N1	x	i
CC(=O)OC1CCC2(C)C3CCC4(C)C(OC(C)=O)CCC4C3C(C)C2(O)C1 (stereo unspecified)	3.3	i

(cont.)
SMILES	Dyrk1A ADPGlo	KCNK3 inh
CCN(CC)C(=O)c1ccc(NC(=O)c2c(C)noc2C)cc1	-5.7	i
CCOC(=O)c1c(C)n(Cc2ccccc2)c2ccc(OCC(O)Cn3nc(C)cc3C)cc12 (stereo unspecified)	-3.9	i
C=CCC1([C@@H](C)CCC)C(=O)NC(=O)NC1=O	-12.1	i
COc1cc2oc(=O)c(CC(=O)N3C[C@H]4C[C@@H](C3)c3cccc(=O)n3C4)c(C)c2cc1Cl	-0.4	i
CC(=O)C1CCC2C3C(N4CC4)CC4=CC(=O)CCC4(C)C3CCC12C (stereo unspecified)	1.4	i
C[C@]1(O)CC[C@H]2[C@@H]3CCC4=CC(=O)CC[C@]4(C)[C@@]3(F)[C@@H](O)C[C@@]21C	12.1	-9.75*
CC1OC(OC2CC(O)C3(CO)C4C(O)CC5(C)C(C6=CC(=O)OC6)CCC5(O)C4CCC3(O)C2)C(O)C(O)C1O (stereo unspecified)	-3.3	i
CCCCC1(CCC)C(=O)NC(=S)NC1=O	0.8	i
C[C@]12CCC(=O)C=C1C=C[C@@H]1[C@@H]2CC[C@@]2(C)[C@H]1CC[C@@]2(O)CCC(=O)O	-6.3	i
CS(=O)(=O)CCN1CC2CCCC(C2)C1	-1.5	i
CCCC1(CC(C)C)C(=O)NC(=S)NC1=O	-7.9	i
CC(=O)[C@@]1(O)CCC2C3CC=C4C[C@@H](O)CC[C@]4(C)C3CC[C@@]21C (stereo partly specified)	-0.1	i
COC(=O)C1=C(c2c(C)noc2C)C[C@@H]2CC[C@H]1N2C(=O)NCCOc1ccccc1	8.6	i
CCC1C(c2cc(OC)c(OC)c(OC)c2)c2cc3c(cc2OC1N1CCCC1)OCO3 (stereo unspecified)	-1.8	i
C=C(C)C(Cc1c(OC)ccc(C(=O)/C=C/c2ccc(O)cc2)c1O)OO (stereo unspecified)	-3.0	i
O=C1NC(=O)C(CCOc2ccccc2)(CCc2ccccc2)C(=O)N1	-0.8	i
CCC(c1ccc(C)cc1)N1C(=O)C2C3CCC(O3)C2C1=O (stereo unspecified)	-2.3	i
CC(CC(C#N)(c1ccccc1)c1ccccc1)N1CCOCC1 (stereo unspecified)	1.7	i
CC1=CC(O)C(O)C2(C)C1CC1OC(=O)C(O)C3C(C)C(O)C4(O)OCC13C42 (stereo unspecified)	-2.3	i
COC(=O)C1=C(c2ccc(F)cc2F)C[C@@H]2CC[C@H]1N2C(=O)NCCOc1ccccc1Cl	-0.4	i

Among those listed so far, 3 have two or more sulfur atoms.
SMILES	Dyrk1A ADPGlo	KCNK3 inh
COC(=O)C1=C(C(=O)OC)SC2(S1)C(C(=O)OC)=C(C(=O)OC)Sc1c2ssc1=O	x	i
CCOP(=S)(OCC)SCSP(=S)(OCC)OCC	x	i
CCOP(=S)(OCC)SCCSCC	x	i

(continued)
SMILES	Dyrk1A ADPGlo	KCNK3 inh
C[C@]12CCC3C(CC[C@@H]4C[C@@H](O)CC[C@]34C)C1CC[C@@H]2O (stereo partly specified)	-2.6	i
COC(=O)C1=C(c2ccc(C(C)=O)cc2)C[C@@H]2CC[C@H]1N2C(=O)NCc1ccco1	-4.4	i
COC(=O)C1=C(c2ccccc2)C[C@@H]2CC[C@H]1N2C	8.4	i
COc1ccc2c(c1OC)CN1CCc3cc4c(cc3[C@H]1C2)OCO4	-1.2	i
COC(=O)C1=C(c2ccc(F)cc2F)C[C@@H]2CC[C@H]1N2C(=O)N1CCC(C)CC1	16.4	i
O=C(N1CCCCCC1)N1CC1	2.4	i
COc1ccc2c3c1OC1C(=O)CC[C@@]4(O)[C@@H](C2)N(C)CC[C@]314 (stereo partly specified)	3.2	i
COC(=O)C1=C(c2ccc(OC)c(OC)c2)C[C@@H]2CC[C@H]1N2C(=O)N1CCc2cc(OC)c(OC)cc2C1	-2.7	i
COC(=O)C1=C(c2ccc(F)cc2OCc2ccccc2)C[C@@H]2CC[C@H]1N2C(=O)NCCN1CCOCC1	10.3	i
CC1OC(OC2C(O)CC(OC3C(O)CC(OC4CCC5(C)C(CCC6C5CCC5(C)C(C7=CC(=O)OC7)C(O)CC65O)C4)OC3C)OC2C)CC(O)C1O (stereo unspecified)	2.8	i
COC(=O)C1=C(c2cccc(OCc3ccccc3)c2)C[C@@H]2CC[C@H]1N2C(=O)NCc1ccc2[nH]ccc2c1	2.4	i
COC(=O)C1=C(c2ccc(F)cc2F)C[C@@H]2CC[C@H]1N2C(=O)N1CCCC1	-2.2	i
CNC(=O)Oc1cccc(-c2cn3cc(OC(=O)NC)ccc3n2)c1	10.5	i
C#CCOC(=O)C1=CCCN(C)C1	11.9	i
CC1CN(c2ccccn2)C(C)CN1C(=O)C(O)(c1ccccc1)c1ccccc1 (stereo unspecified)	-0.1	i
C[C@]12CC[C@@H](O)CC1=CCC1C2CC[C@]2(C)C(=O)[C@H](F)CC12 (stereo partly specified)	-2.4	i
COC(=O)C1=C(c2cccc(OCc3ccccc3)c2)C[C@@H]2CC[C@H]1N2C(=O)NCc1ccc(N(C)C)cc1	-0.3	i
COC(=O)C1=C(c2ccccc2OCc2ccccc2)C[C@@H]2CC[C@H]1N2C(=O)NCc1cccc(F)c1	-19.4	i
COC1=CC(=O)OC(CCc2ccc3c(c2)OCO3)C1 (stereo unspecified)	-5.5	i
O=P(N1CC1)(N1CC1)N1CCc2ccccc21	-4.4	i
O=C1NC2C(O)C(O)C(O)C(O)C2c2cc3c(c(O)c21)OCO3 (stereo unspecified)	1.7	i
CC1CN1P(=S)(c1ccccc1)N1CC1C (stereo unspecified)	-1.6	i
Cc1ccc(CN2CCN(C)CC2)c(C)c1	2.5	i
CC(C)(C)C(=O)O[C@H]1CC[C@@]2(C)C(=CC(=O)C3C2CC[C@]2(C)C(=O)CCC32)C1 (stereo partly specified)	1.9	i
CCCNC(=O)N1[C@H]2CC[C@@H]1C(C(=O)OC)=C(c1ccc(OC)c(OC)c1)C2	2.5	i
COC(=O)C1=C(c2ccc(C(C)=O)cc2)C[C@@H]2CC[C@H]1N2C(=O)NCc1ccc(F)cc1	6.2	i
Cc1cc(C(=O)OCC(=O)Nc2ccccc2F)c(C)n1C1CC1	1.4	i
NC(=O)c1c(NC(=O)c2ccc(S(=O)(=O)N(CCCl)CCCl)cc2)sc2c1CCCCC2	1.3	i
CC(=O)OC1CC(OC2C(O)CC(OC3C(O)CC(OC4CCC5(C)C(CCC6C5CCC5(C)C(C7=CC(=O)OC7)CCC65O)C4)OC3C)OC2C)OC(C)C1OC1OC(CO)C(O)C(O)C1O (stereo unspecified)	2.9	i
CC(=O)O/C(=C1\CC2C3CC=C4CC(OC(C)=O)CCC4(C)C3CCC2(C)C1=O)C(F)(F)F (stereo unspecified)	4.1	i
COC(=O)C1=C(c2ccc(F)cc2OCc2ccccc2)C[C@@H]2CC[C@H]1N2C(=O)NCCOc1ccccc1	-3.6	i
CC=C(CC)C1(CCC)C(=O)NC(=S)NC1=O	-7.6	i
c1ccc2c(c1)-c1cccc3cccc-2c13	-8.3	i
COc1cc(C2c3cc4c(cc3CC3COC(=O)C32)OCO4)cc(OC)c1OC (stereo unspecified)	9.4	i
CCC1CN1P(=S)(N1CC1CC)N1CC1CC (stereo unspecified)	1.3	i
COC(=O)C1=C(c2ccccc2OCc2ccccc2)C[C@@H]2CC[C@H]1N2C(=O)NCCCOC(C)C	-2.4	i
COC(=O)C1=C(c2c(C)noc2C)C[C@@H]2CC[C@H]1N2C(=O)NCc1ccc(C(F)(F)F)cc1	2.5	i

Screening results: PubChem BioAssay, several laboratories

This is a subset; rates above refer to the full screens.
